NTR1 ag – NTR1-driven beta-arrestin-GFP spot formation – imaging, U2OS cells, high content, primary screen (AID 493036) | agonist mode | P30989 | activation, % at 20 µM | actives 0.17% (n = 330,000);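 active = activation at or above 40% of the spot to cytoplasm intensity ratio, with at least 20 cells analyzed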;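 also: 0% = DMSO without peptide and 100% = 100 nM NTR1 peptide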
Target sequence (P30989 whole entry, looked up): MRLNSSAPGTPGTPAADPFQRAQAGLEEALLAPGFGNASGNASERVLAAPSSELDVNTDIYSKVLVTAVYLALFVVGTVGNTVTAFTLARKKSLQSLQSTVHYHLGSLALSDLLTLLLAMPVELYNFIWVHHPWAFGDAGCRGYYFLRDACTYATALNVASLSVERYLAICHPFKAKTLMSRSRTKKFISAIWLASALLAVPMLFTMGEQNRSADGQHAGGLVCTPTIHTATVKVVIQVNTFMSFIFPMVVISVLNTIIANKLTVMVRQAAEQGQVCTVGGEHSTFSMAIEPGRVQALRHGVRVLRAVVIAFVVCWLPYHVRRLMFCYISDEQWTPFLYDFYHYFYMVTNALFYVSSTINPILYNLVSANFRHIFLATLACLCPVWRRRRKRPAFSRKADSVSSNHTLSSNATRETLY
NTR1 ag cell count 20 µM – recorded beside NTR1 ag, whose call it bears; cell count; measured here: cell count, cytotoxicity flag
An asterisk follows results filed as active.

| Compound | NTR1 ag | NTR1 ag cell count 20 µM |
| --- | --- | --- |
| COc1cccc(CN2CCN(S(=O)(=O)c3ccccc3)CC2)c1OC | -0.3 | 43 |
| CC(C)=CCc1c([C@@H]2CCc3ccc(O)cc3O2)cc2c(c1O)OC(C)(C)C=C2 | 2.7 | 97 |
| CC(C)CC1NC(=O)c2ccccc2-n2c1nc1ccc(F)cc1c2=O (stereo not given) | 1.2 | 58 |
| O=C1OC2(c3ccccc31)c1cc(I)c(O)c(I)c1Oc1c2cc(I)c(O)c1I | -4.5 | 65 |
| Cc1ccc2c(c1)-n1c(nc3cc(Cl)ccc3c1=O)C(Cc1ccccc1)NC2=O (stereo not given) | 2.8 | 44 |
| O=C(O)c1ccccc1N(c1ccccc1)c1ccccc1 | 1.4 | 57 |
| c1ccc(Sc2ccccc2CN2CCCC2)cc1 | -0.6 | 54 |
| CC1(C)CC(=O)C=C(Nc2cccc(C(F)(F)F)c2)C1 | -0.8 | 64 |
| C[C@H](NC(CCc1ccccc1)C(=O)O)C(=O)N1CCC[C@H]1C(=O)O (stereo not given in full) | -0.3 | 60 |
| Cc1ccc(C(=O)NC(C)C2CC3CCC2C3)cc1 (stereo not given) | -0.4 | 43 |
| Cc1nn2c3cc(N4CCOCC4)ccc3nc2c2ccccc12 | 1.8 | 83 |
| CC(C)NC(=S)NNc1ncnc2sc3c(c12)CC(C)(C)OC3 | 3.8 | 43 |
| COC(=O)CN1C(=O)[C@H]2[C@@H](/C=C/c3ccccc3)N3C(=O)CN(Cc4ccccn4)C(=O)[C@@]3(Cc3ccccc3)[C@H]2C1=O | 2.0 | 63 |
| O=C(COc1ccc(Br)cc1)NN1C(=O)c2ccccc2C1=O | 0.0 | 48 |
| CC(C)=CCC12Oc3cc(O)ccc3C1(O)Oc1cc3c(c(O)c1C2=O)C=CC(C)(C)O3 (stereo not given) | 13 | 96 |
| CN(c1ccccc1C(=O)Nc1ccc2ccccc2c1)S(C)(=O)=O | 0.7 | 74 |
| CN(C(=O)/C=C/c1ccc(F)cc1)C1CCCCC1 | 2.3 | 44 |
| Cc1ccc[n+](CC(=O)c2ccc(NC(=O)c3ccccc3)cc2)c1C | -0.2 | 53 |
| CCC(=O)N1CCc2cc(S(=O)(=O)CCC(=O)Nc3c(C)n(C)n(-c4ccccc4)c3=O)ccc21 | -1.2 | 55 |
| COc1cnn(-c2cccc(C(F)(F)F)c2)c(=O)c1Cl | -1.4 | 35 |
| CCOC(=O)c1ccccc1NC(=O)c1c(N)n(C)c(=O)[nH]c1=O | 12 | 55 |
| Nc1ccc(-c2cnc3ccccc3n2)cc1 | -0.9 | 51 |
| CC(C)CC1NC(=O)c2ccc(Cl)cc2-n2c1nc1ccc(Cl)cc1c2=O (stereo not given) | 0.2 | 65 |
| CN(C)/C=C1\C(=O)Oc2ccccc2C1=O | 1.5 | 37 |
| CCOc1ccc(NC(=O)c2ccc(NC(=O)c3ccc(NC(N)=O)cc3)cc2)cc1 | 2.0 | 42 |
| CC(C)C[C@H](NC(=O)[C@@H](O)[C@H](N)Cc1ccccc1)C(=O)O | 3.2 | 54 |
| CCCCC1=CC2=CC(=O)C(C)(OC(=O)CCC(=O)OC)C(=O)C2=CO1 (stereo not given) | -4.2 | 84 |
| CCOC(=O)C1=C(C)N(CCCC(=O)O)C(=O)NC1c1ccc(C(F)(F)F)cc1 (stereo not given) | -1.0 | 54 |
| O=C(Cc1ccc(Cl)cc1)NCCc1ccc(F)cc1 | 0.5 | 48 |
| NN=C(c1ccccc1)c1ccccc1 | 0.3 | 38 |

Quoted at random: 4 records from the list.
| Compound | NTR1 ag | NTR1 ag cell count 20 µM |
| --- | --- | --- |
| CC(C)C[C@H](NC(=O)[C@@H](O)[C@H](N)Cc1ccccc1)C(=O)O | 3.2 | 54 |
| O=C(Cc1ccc(Cl)cc1)NCCc1ccc(F)cc1 | 0.5 | 48 |
| CC(C)NC(=S)NNc1ncnc2sc3c(c12)CC(C)(C)OC3 | 3.8 | 43 |
| CC(C)=CCC12Oc3cc(O)ccc3C1(O)Oc1cc3c(c(O)c1C2=O)C=CC(C)(C)O3 (stereo not given) | 13 | 96 |

Exported as labelled records: part of the list above
CN(C(=O)/C=C/c1ccc(F)cc1)C1CCCCC1
  NTR1 ag: 2.3	NTR1 ag cell count 20 µM: 44
Cc1ccc[n+](CC(=O)c2ccc(NC(=O)c3ccccc3)cc2)c1C
  NTR1 ag: -0.2	NTR1 ag cell count 20 µM: 53
CN(C)/C=C1\C(=O)Oc2ccccc2C1=O
  NTR1 ag: 1.5	NTR1 ag cell count 20 µM: 37
CC(C)CC1NC(=O)c2ccc(Cl)cc2-n2c1nc1ccc(Cl)cc1c2=O (stereo not given)
  NTR1 ag: 0.2	NTR1 ag cell count 20 µM: 65

Some of the entries so far, with values under each structure:
Values run as follows: NTR1 ag	NTR1 ag cell count 20 µM
CCC(=O)N1CCc2cc(S(=O)(=O)CCC(=O)Nc3c(C)n(C)n(-c4ccccc4)c3=O)ccc21
→ -1.2	55
CCCCC1=CC2=CC(=O)C(C)(OC(=O)CCC(=O)OC)C(=O)C2=CO1 (stereo not given)
→ -4.2	84
c1ccc(Sc2ccccc2CN2CCCC2)cc1
→ -0.6	54
CC(C)CC1NC(=O)c2ccccc2-n2c1nc1ccc(F)cc1c2=O (stereo not given)
→ 1.2	58
O=C(O)c1ccccc1N(c1ccccc1)c1ccccc1
→ 1.4	57
CC(C)NC(=S)NNc1ncnc2sc3c(c12)CC(C)(C)OC3
→ 3.8	43

Later entries.
| Compound | NTR1 ag | NTR1 ag cell count 20 µM |
| --- | --- | --- |
| COC(=O)CCC(=O)OC1(C)C(=O)C2=CN(Cc3ccco3)C(c3ccc(OC)cc3)=CC2=C(Br)C1=O (stereo not given) | 1.8 | 97 |
| CN(C)c1ccc(CNCc2cccnc2)cc1 | -0.3 | 38 |
| CC1(O)C(=O)C=C2C=C(c3ccc(C#N)cc3)OC=C2C1=O (stereo not given) | -4.9 | 91 |
| CCOC(=O)c1cccc(OS(=O)(=O)Cc2ccccc2)c1 | 2.5 | 55 |
| COc1ccc(C2Nc3ccccc3C(=O)N2Cc2ccccc2)cc1OC (stereo not given) | 0.3 | 73 |
| Cc1c(C(=O)Nc2ccccc2)c2ccc(C(F)(F)F)cc2n1O | 0.3 | 63 |
| CC(=O)Nc1ccc(NC(=S)NC(=O)c2ccc(-c3ccccc3)cc2)cc1 | -0.7 | 68 |
| CC#CCN1c2ccccc2[C@]23C[C@@H](C(=O)OC)N(C(=O)c4ccc(Br)cc4)C2=NC(C(=O)OC)=C(C(=O)OC)[C@H]13 | -0.2 | 89 |
| CC(=O)/C(=N\Nc1ccccc1)Oc1ccc(Br)cc1 | 2.2 | 53 |
| CC(=O)Oc1c(Cl)cc(N(C(C)=O)S(=O)(=O)c2ccccc2)c2ccccc12 | 0.8 | 56 |
| CCCCOC(=O)NS(=O)(=O)c1sc(CC(C)C)cc1-c1ccc(Cn2c(CC)nc3c(C)cc(C)nc32)cc1 | 14 | 57 |
| CCC(C)[C@H]1CN=C(N)N1CC1CCCCC1 (stereo not given in full) | 5.9 | 49 |
| O=C(Nc1ccc(F)cc1)Nc1cccc(Br)c1 | 11 | 53 |
| O=c1cc(C(O)C[N+](=O)[O-])occ1OCc1ccccc1 (stereo not given) | 0.8 | 45 |
| COc1ccc(C(=O)CC(=O)c2ccc(F)cc2)cc1 | -1.1 | 43 |
| CC(C)CC1NC(=O)c2cc(Cl)ccc2-n2c1nc1ccc(F)cc1c2=O (stereo not given) | 0.0 | 46 |
| CC(C)(C)OC(=O)NCCCC1=CC2=CC(=O)C(C)(OC(=O)c3ccc(Cl)nc3)C(=O)C2=CO1 (stereo not given) | -0.6 | 83 |
| C=C(C(=O)Oc1ccccc1C(C)(C)C)c1ccccc1 | 13 | 74 |
| COC(=O)C1=C(COc2ccccc2)NC(=O)NC1c1ccc2ccccc2c1 (stereo not given) | 2.0 | 107 |
| O=C(NCc1ccc(F)cc1)c1cccc2c1C(=O)c1ccc(Cl)cc1S2(=O)=O | 7.6 | 54 |
| CCc1ccccc1NC(=O)C1CCCC1 | 0.5 | 49 |
| COc1c(CC=C(C)C)cc(C2CC(=O)c3c(O)cc(O)cc3O2)c(CC=C(C)C)c1O (stereo not given) | 12 | 91 |
| CC(C)(C)OC(=O)CNC(=O)c1[nH]cnc1C(=O)N[C@@H](CCCCN)C(=O)OC(C)(C)C | -3.1 | 59 |
| CC1(c2nnc(-c3ccc(F)cc3)o2)CC(c2ccncc2)=NO1 (stereo not given) | -1.9 | 84 |
| COC(=O)CCC(=O)c1ccc(OC)c(Cl)c1 | 3.9 | 58 |
| O=C1C2C3CC(C(Br)C3Br)C2C(=O)N1c1nccs1 (stereo not given) | -1.3 | 46 |
| c1ccc2c(c1)CSc1ccccc1N2 | 0.0 | 55 |
| CC(C)CC1NC(=O)c2ccccc2-n2c1nc1ccccc1c2=O (stereo not given) | 1.8 | 58 |
| C=CC[C@@H]1C=C(C)C[C@H](C)C[C@H](OC)[C@H]2O[C@@](O)(C(=O)C(=O)N3CCCC[C@H]3C(=O)O[C@H](/C(C)=C/[C@@H]3CC[C@@H](O)[C@H](OC)C3)[C@H](C)[C@@H](O)CC1=O)[C@H](C)C[C@@H]2OC | 7.2 | 62 |
| Cc1cc(C(=O)Nc2ccc3c(c2)CCC3)ccc1[N+](=O)[O-] | 0.9 | 60 |
| CC(C)[C@H](NS(=O)(=O)c1ccccc1)C(=O)Nc1nccs1 | -0.8 | 58 |
| Cc1ccc2c(=O)n3c(nc2c1)C(Cc1ccccc1)NC(=O)c1ccc(Cl)cc1-3 (stereo not given) | 2.7 | 49 |
| CC(C)[C@]1(c2ccc(Cl)cc2)ON(c2ccccc2C(F)(F)F)C1=O | 1.0 | 46 |

Compound activity deposited in PubChem by Sanford-Burnham Center for Chemical Genomics.

Only part of the results is shown; the hit share may differ from the screen's.
